Compound activity deposited in PubChem BioAssay by National Center for Advancing Translational Sciences (NCATS).
TrxR1 inh – qHTS Assay for Inhibitors of Mammalian Selenoprotein Thioredoxin Reductase 1 (TrxR1): qHTS. AID 588453, 2011. Thioredoxin reductase 1, cytoplasmic (Rattus norvegicus), O89049. Potency, µM (titrated, usually from 114 µM), inactives show at the top dose activity change, negative = inhibition, usual class: inhibitors. recombinant rTrxR1, NADPH fluorescence consumption, selenite substrate. actives 1% (n = 390,000); note: potency is the fitted concentration of half-maximal effect; % is set by controls: 0 for no effect and ±100 for the full control effect; nearly all actives have a fitted effect of over 65% in size
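Rat TrxR1 (90 nM in the dispensed reagent) was pre-reduced with 400 uM NADPH for 5 min at room temperature, then incubated with compound for 15 min. After 400 uM selenite was added, NADPH fluorescence (Ex 340/Em 450 nm) was followed for 8 min.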
LDHA inh – qHTS assay for inhibitors of human lactate dehydrogenase | AID 1347041, 2019 | purified LDHA, NADH/diaphorase-resazurin fluorescence; active compounds read low | activity change, % (values are at about 110 or 230 µM) | actives 0.15% (n = 480,000) | L-lactate dehydrogenase A chain (Homo sapiens), P00338; in the data active = activity change below about -30%; inconclusive = mostly about -25% to -30%;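 note: plate controls were DMSO wells for no effect and wells without enzyme for full effect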
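Resorufin fluorescence (ex540/em590), read at 0 and 20 min after diaphorase/resazurin addition, reports the NADH left after a 5 min room-temperature reaction of 2 nM human LDH5 with 0.06 mM NADH and 0.2 mM pyruvate.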
Glioma ERSR ind – qHTS for Inducers of the Endoplasmic Reticulum Stress Response (ERSR) in Human Glioma: qHTS. actives 0.02% (n = 420,000). U87-MG GRP78 promoter luciferase reporter, 16 h. AID 602332, 2012. Potency, µM, inactives show at the top dose activation, hits mostly activators; note: potency is the fitted concentration of half-maximal effect; series mostly up to about 76 µM; % of control where 0% means no effect; nearly all actives have a fitted effect of over 35% in size
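Stably transfected U87-MG human glioma cells carrying a GRP78-based luminescent sensor were seeded at 1000 cells/well, pin-dosed with compounds and incubated 16 h. Luciferase reagent was then added, and end-point luminescence was read after 10 min at room temperature.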
Vif-APOBEC3G blk – qHTS for Inhibitors of Vif-A3G Interactions: qHTS; DNA dC->dU-editing enzyme APOBEC-3G (Homo sapiens), Q9HC16; HeLa A3G-eYFP + Vif (tagged APOBEC3G with the HIV-1 protein that degrades it), YFP fluorescence, overnight; Potency, µM (highest dose often 46.1 µM), for inactives: at the top dose activity, negative = active, actives largely listed as inhibitors; actives 0.076% (n = 410,000);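 note: potency is the fitted concentration of half-maximal effect; % is set by controls: 0 for no effect and ±100 for the full control effect; nearly all actives have a fitted effect of over 60% in size; hits raise eYFP signal because A3G escapes Vif-driven loss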
Target sequence (Q9HC16 whole entry, looked up): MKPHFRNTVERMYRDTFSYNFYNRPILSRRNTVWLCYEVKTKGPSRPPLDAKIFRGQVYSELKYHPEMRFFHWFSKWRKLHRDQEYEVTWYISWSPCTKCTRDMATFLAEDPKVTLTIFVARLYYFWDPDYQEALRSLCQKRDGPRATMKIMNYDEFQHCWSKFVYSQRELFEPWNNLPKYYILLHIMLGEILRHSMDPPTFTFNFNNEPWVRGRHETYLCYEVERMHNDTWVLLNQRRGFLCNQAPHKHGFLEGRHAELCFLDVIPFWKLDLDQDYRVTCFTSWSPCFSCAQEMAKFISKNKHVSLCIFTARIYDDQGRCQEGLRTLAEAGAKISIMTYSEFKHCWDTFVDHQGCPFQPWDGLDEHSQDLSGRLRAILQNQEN
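Read-out is eYFP fluorescence (Ex 488/Em 500-530) from Vif-expressing HeLa A3G-eYFP cells; more signal means A3G escaped Vif-mediated degradation. Cells plated overnight, compound pinned in, incubated overnight at 37 deg C.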
mIDH1 inhibitor – qHTS for Inhibitors of mutant isocitrate dehydrogenase 1 (IDH1): qHTS. Isocitrate dehydrogenase [NADP] cytoplasmic (Homo sapiens), O75874. actives 0.093% (n = 390,000). AID 602179, 2012. Potency, µM (titrated, usually from 76.6 µM), inactives show at the highest dose activity change, negative = inhibition, usual class: inhibitors. IDH1-R132H enzyme, NADPH consumption, diaphorase/resazurin fluorescence; note: potency is the fitted concentration of half-maximal effect; % is set by controls: 0 for no effect and ±100 for the full control effect; nearly all actives have a fitted effect of over 65% in size
Target sequence (O75874 whole entry R132H, stated change not applied): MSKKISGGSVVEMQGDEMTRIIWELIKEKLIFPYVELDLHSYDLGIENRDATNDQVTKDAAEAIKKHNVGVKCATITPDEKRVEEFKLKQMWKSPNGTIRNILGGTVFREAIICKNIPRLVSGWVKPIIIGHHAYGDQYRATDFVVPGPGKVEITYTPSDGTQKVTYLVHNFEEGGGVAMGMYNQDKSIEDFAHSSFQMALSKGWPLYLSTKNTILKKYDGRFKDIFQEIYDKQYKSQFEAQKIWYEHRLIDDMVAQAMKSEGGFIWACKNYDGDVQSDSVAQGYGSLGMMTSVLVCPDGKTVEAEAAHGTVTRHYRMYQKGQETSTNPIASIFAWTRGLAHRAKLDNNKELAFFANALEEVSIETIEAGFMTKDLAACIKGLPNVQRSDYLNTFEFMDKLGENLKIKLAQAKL
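IDH1-R132H (0.5 ug/mL) preincubated 30 min with compound, then NADPH (0.016 mM) and alpha-KG (2 mM) added; 80 min at RT, pH 7.5. Remaining NADPH coupled via diaphorase/resazurin to fluorescence (540/590 nm); concentration-response curves normalized to no-enzyme control.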
RGS4 inhibitor – Inhibitors of Regulator of G Protein Signaling (RGS) 4: qHTS; Regulator of G-protein signaling 4 (Homo sapiens), P49798; AID 504845, 2011; Potency, µM (titrated, usually from 114 µM), for the others: at the highest dose activity change, negative = inhibition, most hits filed as inhibitors; Transcreener GDP fluorescence polarization, RGS4-accelerated GTP hydrolysis; actives 0.039% (n = 390,000); note: potency is the fitted concentration of half-maximal effect; % is set by controls: 0 for no effect and ±100 for the full control effect; nearly all actives have a fitted effect of over 75% in size; some results filed as inactive show a strong effect at the top dose
Target sequence (P49798 whole entry, looked up): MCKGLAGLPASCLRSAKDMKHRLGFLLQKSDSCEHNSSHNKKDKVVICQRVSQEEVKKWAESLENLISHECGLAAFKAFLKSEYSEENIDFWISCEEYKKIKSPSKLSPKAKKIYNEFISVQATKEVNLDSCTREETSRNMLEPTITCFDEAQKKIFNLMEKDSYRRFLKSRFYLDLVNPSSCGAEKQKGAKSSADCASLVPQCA
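MLSMR compounds (23 nl, pin-transferred) preincubated 10 min at room temperature with a 500nM (2x) first reagent, then RGS4 at 900nM (2x) plus Transcreener GDP mix added; fluorescence polarization (620/688 nm) read before and after 90 min at 30 °C.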
USP1-UAF1 inh – Inhibitors of USP1/UAF1: Primary Screen; recombinant USP1/UAF1, Ub-Rhodamine cleavage fluorescence; Ubiquitin carboxyl-terminal hydrolase 1 (Homo sapiens), O94782; Potency, µM (top dose mostly 57.1 µM), for the others: at the highest dose activity change, negative = inhibition, most hits filed as inhibitors; actives 0.23% (n = 390,000); note: potency is the fitted concentration of half-maximal effect; % is set by controls: 0 for no effect and ±100 for the full control effect; nearly all actives have a fitted effect of over 60% in size; inactives centre near -12
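In this screen, compounds sit with the deubiquitinase complex (1nM) for 15 min at room temperature before Ub-Rho is added at 150nM final. Fluorescence rise is then followed for 6 reads every 60 seconds.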
Vif-APOBEC3F blk – qHTS for Inhibitors of Vif-A3F Interactions: qHTS. HeLa A3F-eYFP + Vif (tagged APOBEC3F with the HIV-1 protein that degrades it), YFP fluorescence increase. actives 0.2% (n = 390,000). Potency, µM (doses to about 46.1 µM), inactives show at the top dose activity, negative = active; note: potency is the fitted concentration of half-maximal effect; % of control where 0% means no effect; nearly all actives have a fitted effect of over 65% in size
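HeLa cells stably expressing A3F-eYFP plus Vif, plated and incubated overnight at 37 deg C, then exposed to compounds overnight at 37 deg C. Blocked degradation read as raised yellow fluorescence (Ex 488/Em 500-530).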
TrxR1 substrate – qHTS Assay for Substrates of Mammalian Selenoprotein Thioredoxin Reductase 1 (TrxR1): qHTS. purified TrxR1 substrate turnover, NADPH consumption readout. Potency, µM (doses to about 114 µM), for inactives: top-dose activity change, negative = substrate turnover. actives 0.01% (n = 390,000). AID 588456, 2011; note: potency is the fitted concentration of half-maximal effect; % is set by controls: 0 for no effect and ±100 for the full control effect; nearly all actives have a fitted effect of over 50% in size
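Rat TrxR1, dispensed at 90 nM, was prereduced with 400 uM NADPH (final) for 5 min at ~22 deg C, then incubated with compound 15 min before 400 uM selenite. A first-read NADPH fluorescence drop versus no-compound background flagged substrates.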
Active calls of the source: *; & = joins results of further samples; [ ] = another dose, or the depositor's remark. Unless noted, calls come from the whole dose curve; as a rule, active = well fitted curve in the direction sought with a large enough effect; inconclusive = small, poorly fitted or top-dose-only effect, or another doubt; inactive = no such curve, though single readings can be large; an effect the other way counts as inactive or inconclusive. An excerpt; count on the stated rates, not on these rows.

How did C=CCN(CC=C)CCOc1cc(C)ccc1[N+](=O)[O-] do in these assays?
TrxR1 inh: -2.4%[57.1 µM]; LDHA inh: -20.6; Glioma ERSR ind: 2.0%; Vif-APOBEC3G blk: 2.1%; mIDH1 inhibitor: -4.0%; RGS4 inhibitor: 16.9%; USP1-UAF1 inh: -9.6%; Vif-APOBEC3F blk: -18.3%; TrxR1 substrate: -3.6%[57.1 µM]

What do the screens show for `CCOCCCNC(=O)C(NC(=O)CNC(=O)c1ccccc1)c1ccc(OC)cc1` (stereo not given)?
TrxR1 inh: 2.1%; LDHA inh: -8.6; Glioma ERSR ind: -2.3%; Vif-APOBEC3G blk: -0.4%; mIDH1 inhibitor: -0.3%; RGS4 inhibitor: -3.7%; USP1-UAF1 inh: -8.2%; Vif-APOBEC3F blk: -9.1%; TrxR1 substrate: 2.1%[57.1 µM]

How did O=c1c(C(c2ccccc2)c2c(O)nc3n(c2=O)CCCS3)c(O)nc2n1CCCS2 do in these assays?
TrxR1 inh: inconclusive; LDHA inh: -2.5; Glioma ERSR ind: -6.1%; Vif-APOBEC3G blk: -0.7%; mIDH1 inhibitor: 5.2%; RGS4 inhibitor: 0.1%; USP1-UAF1 inh: -11.8%; Vif-APOBEC3F blk: 4.8%; TrxR1 substrate: 3.1%

What do the screens show for `C/C(=N\NC(=O)COc1ccc(C(C)(C)C)cc1)c1cc2ccccc2o1`?
TrxR1 inh: 10.5%; LDHA inh: -4.4; Glioma ERSR ind: 6.3%; Vif-APOBEC3G blk: 0.4%; mIDH1 inhibitor: -6.7%; RGS4 inhibitor: -6.7%; USP1-UAF1 inh: inconclusive; Vif-APOBEC3F blk: -18.5%; TrxR1 substrate: 6.5%

Results for Cc1cc(O)ccc1N/C=C/c1onc(C)c1[N+](=O)[O-] ?
TrxR1 inh: 13.4%[57.1 µM]; LDHA inh: 2.8; Glioma ERSR ind: 3.8%; Vif-APOBEC3G blk: 5.2%; mIDH1 inhibitor: 7.4%; RGS4 inhibitor: -29.5%; USP1-UAF1 inh: -13.3%; Vif-APOBEC3F blk: -24.1%; TrxR1 substrate: -14.1%[57.1 µM]

Results for COCCCN(CCCN)Cc1ccco1 ?
TrxR1 inh: -22.9%; LDHA inh: 3.6; Glioma ERSR ind: 0.3%; Vif-APOBEC3G blk: 2.2%; mIDH1 inhibitor: 2.5%; RGS4 inhibitor: -2.0%; USP1-UAF1 inh: -17.2%; Vif-APOBEC3F blk: -8.1%; TrxR1 substrate: -4.5%

What do the screens show for `Cc1ccc(S(=O)(=O)/N=C(\c2ccc(Cl)cc2)N2CCOCC2)cc1`?
TrxR1 inh: 13.5%[57.1 µM]; LDHA inh: -0.8; Glioma ERSR ind: -3.5%; Vif-APOBEC3G blk: -2.1%; mIDH1 inhibitor: -0.1%; RGS4 inhibitor: -0.2%; USP1-UAF1 inh: -16.6%; Vif-APOBEC3F blk: 2.4%; TrxR1 substrate: 7.4%[57.1 µM]

Results for CC(C)c1ccc(NC(=O)[C@H](NC(=O)[C@@H]2Cc3ccccc3CN2)c2ccccc2)cc1 ?
TrxR1 inh: 23.0%; LDHA inh: -1.3; Glioma ERSR ind: 4.2%; Vif-APOBEC3G blk: -6.8%; mIDH1 inhibitor: -0.4%; RGS4 inhibitor: 15.1%; USP1-UAF1 inh: -23.7%; Vif-APOBEC3F blk: -2.5%; TrxR1 substrate: 4.1%

How did COc1cc(NC(=O)N2CCN(c3cc(-c4noc(C)n4)ccc3C)CC2)cc(OC)c1OC do in these assays?
TrxR1 inh: 11.6%[57.1 µM]; LDHA inh: -2.1; Glioma ERSR ind: -0.4%; Vif-APOBEC3G blk: 1.3%; mIDH1 inhibitor: 2.8%; RGS4 inhibitor: -8.3%; USP1-UAF1 inh: -15.4%; Vif-APOBEC3F blk: 1.5%; TrxR1 substrate: 0.8%[57.1 µM]

What do the screens show for `Cc1ccc(S(=O)(=O)Cn2nnnc2C(C(C)C)N2CCC(C(N)=O)CC2)cc1` (stereo not given)?
TrxR1 inh: 15.0%[57.1 µM]; LDHA inh: -7.9; Glioma ERSR ind: -1.3%; Vif-APOBEC3G blk: -0.4%; mIDH1 inhibitor: -7.5%; RGS4 inhibitor: -26.5%; USP1-UAF1 inh: -5.5%; Vif-APOBEC3F blk: -6.8%; TrxR1 substrate: 1.3%[57.1 µM]

What do the screens show for `Cc1ccc(NC(=O)CCNC(=O)c2ccccc2Cl)cc1S(=O)(=O)N1CCCCCC1`?
TrxR1 inh: 32.0%; LDHA inh: -2.0&4.2; Glioma ERSR ind: -4.2%; Vif-APOBEC3G blk: -0.8%; mIDH1 inhibitor: 2.9%; RGS4 inhibitor: 12.0%; USP1-UAF1 inh: -18.8%; Vif-APOBEC3F blk: -1.7%; TrxR1 substrate: 3.6%

How did CC1Cc2ccccc2N1C(=O)COC(=O)c1c2c(nc3ccccc13)CCCCC2 (stereo not given) do in these assays?
TrxR1 inh: -15.0%; LDHA inh: 2.7; Glioma ERSR ind: -3.5%; Vif-APOBEC3G blk: -2.2%; mIDH1 inhibitor: 1.2%; RGS4 inhibitor: -37.8%; USP1-UAF1 inh: -22.7%; Vif-APOBEC3F blk: -5.3%; TrxR1 substrate: -7.3%

Results for CCOC(=O)c1cc(-c2cccs2)nc2onc(C)c12 ?
TrxR1 inh: -3.1%[57.1 µM]; LDHA inh: -4.2; Glioma ERSR ind: -9.3%; Vif-APOBEC3G blk: 0.7%; mIDH1 inhibitor: 0.1%; RGS4 inhibitor: -5.4%; USP1-UAF1 inh: -2.0%; Vif-APOBEC3F blk: -0.3%; TrxR1 substrate: 64.3%[activator]

How did COc1ccc(CNC(=O)C[C@H]2C(=O)N(C3CCCCC3)C[C@@H]2Cc2ccccc2)cc1 do in these assays?
TrxR1 inh: -3.1%; LDHA inh: -4.1; Glioma ERSR ind: -4.8%; Vif-APOBEC3G blk: -3.9%; mIDH1 inhibitor: -3.7%; RGS4 inhibitor: inconclusive; USP1-UAF1 inh: -29.3%; Vif-APOBEC3F blk: -7.8%; TrxR1 substrate: -3.5%

Results for CC(C)(CC(=O)O)CC(=O)N1CCCN(c2nccc(C(F)(F)F)n2)CC1 ?
TrxR1 inh: 14.9%; LDHA inh: -1.2; Glioma ERSR ind: -7.3%; Vif-APOBEC3G blk: -7.5%; mIDH1 inhibitor: 0.0%; RGS4 inhibitor: -37.9%; USP1-UAF1 inh: -20.8%; Vif-APOBEC3F blk: 3.5%; TrxR1 substrate: 4.2%

How did Cc1cccn2c(=O)cc(CSc3nnc(NC(=O)C(C)C)s3)nc12 do in these assays?
TrxR1 inh: -7.1%[57.1 µM]; LDHA inh: -0.8; Glioma ERSR ind: 1.5%; Vif-APOBEC3G blk: 1.1%; mIDH1 inhibitor: -21.3%; RGS4 inhibitor: -3.7%; USP1-UAF1 inh: inconclusive; Vif-APOBEC3F blk: -2.4%; TrxR1 substrate: -5.1%[57.1 µM]

What do the screens show for `Cc1ccc(NC2c3ncccc3C(=O)N2Cc2ccco2)c(C)c1` (stereo not given)?
TrxR1 inh: 13.4%; LDHA inh: -1.3; Glioma ERSR ind: 3.2%; Vif-APOBEC3G blk: 0.4%; mIDH1 inhibitor: -5.9%; RGS4 inhibitor: -15.0%; USP1-UAF1 inh: -3.2%; Vif-APOBEC3F blk: -10.5%; TrxR1 substrate: 0.2%

What do the screens show for `COc1ccc(-n2c(=O)c3ccc(C(=O)NCc4ccc(C)cc4)cc3n(CC(=O)Nc3ccc(F)cc3)c2=O)cc1`?
TrxR1 inh: 14.5%; LDHA inh: -4.8; Glioma ERSR ind: 2.3%; Vif-APOBEC3G blk: -11.7%; mIDH1 inhibitor: -9.3%; RGS4 inhibitor: -14.5%; USP1-UAF1 inh: -22.0%; Vif-APOBEC3F blk: -0.3%; TrxR1 substrate: 2.3%

What do the screens show for `O=C(CC1CCCC1)Nc1ccc2c(c1)CCC2`?
TrxR1 inh: 23.1%[57.1 µM]; LDHA inh: -3.6; Glioma ERSR ind: -0.7%; Vif-APOBEC3G blk: -1.0%; mIDH1 inhibitor: 2.0%; RGS4 inhibitor: -24.2%; USP1-UAF1 inh: -6.8%; Vif-APOBEC3F blk: 0.5%; TrxR1 substrate: -8.9%

What do the screens show for `COc1cccc(NC(=O)Nc2cccs2)c1`?
TrxR1 inh: -9.0%; LDHA inh: -3.6; Glioma ERSR ind: 2.7%; Vif-APOBEC3G blk: 1.3%; mIDH1 inhibitor: 10.8%; RGS4 inhibitor: -13.3%; USP1-UAF1 inh: -13.3%; Vif-APOBEC3F blk: -1.6%; TrxR1 substrate: 1.5%
